HTT aggregate: qHTS Multiplex Assay to Identify Dual Action Probes in a Cell Model of Huntington: Aggregate Formation (GFP). PC12 HttQ103-GFP aggregates, Acumen cytometry, 40 h. Potency, µM (highest dose often 46.1 µM), for the others: at the top dose activity change, negative = inhibition, actives largely listed as inhibitors. 220,000 tested, 1.1% active; note: potency is the fitted concentration of half-maximal effect; % is set by controls: 0 for no effect and ±100 for the full control effect; nearly all actives have a fitted effect of over 60% in size
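Steps: seed 1500 PC12 HTTQ103-GFP cells/well; add tebufenozide, 100 nM final; add compound titration; add ATPLite reagent; quantify GFP aggregates by laser scanning cytometry.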
Epigenetic derep: Quantitative High-Throughput Screen for Regulators of Epigenetic Control | murine LDR cells, GFP reporter derepression, 30 h | Potency, µM (series often up to 53.9 µM), for the others: at the top dose GFP activation, actives largely listed as activators | 280,000 tested, 0.2% active; note: potency is the fitted concentration of half-maximal effect; % of control where 0% means no effect; nearly all actives have a fitted effect of over 60% in size
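Murine LDR cells carrying a silenced, genomically integrated CMV-driven GFP reporter were exposed to compound for 30 hours at 37 C. After PBS washes, GFP-positive cells (20–120 um objects) were counted by laser-scanning microplate cytometry.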
KinaseGlo FLuc: Counterscreen for Luciferase (Kinase-Glo TM) Inhibition | Luciferin 4-monooxygenase (Photuris pensylvanica), Q27757 | Kinase-Glo luciferase, ATP luminescence, 8 min | Potency, µM (top dose mostly 38.3 µM), without a hit: at the top dose activity change, negative = inhibition, actives largely listed as inhibitors | 200,000 tested, 0.28% active | AID 1379, 2008; note: potency is the fitted concentration of half-maximal effect; % is set by controls: 0 for no effect and ±100 for the full control effect; nearly all actives have a fitted effect of over 60% in size
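Compound is pinned into ATP-containing buffer (10 uM ATP, imidazole pH 7.2, 7 mM MgCl2). Kinase-Glo luciferase reagent is then added. Light output is recorded following an 8-min room-temperature incubation.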
LMNA splice mod: qHTS Assay for Modulators of Lamin A Splicing. 200,000 tested, 0.01% active. Potency, µM (titrated, usually from 46.1 µM), for inactives: at the top dose ratio change, negative = inhibition, hits mostly inhibitors. AID 1487, 2009. HeLa LMNA splicing GFP/RFP minigene ratio, 48 h; active = well fitted inhibition curve with a large enough effect in the signal ratio, with a control signal flat, not every such curve was filed as active; inconclusive = small, poorly fitted or top-dose-only effect, or effect the other way, or a change in a side signal; the % refers to the signal ratio; note: potency is the fitted concentration of half-maximal effect; % is set by controls: 0 for no effect and ±100 for the full control effect
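S3 HeLa cells stably expressing lamin A-EGFP splicing minigene plus DsRed2, 600 cells/well, 48 h compound exposure at 37C. Laser-scanning cytometry; analysed as GFP (500-530 nm)/RFP (575-640 nm) total intensity ratio; 0.5% DMSO vehicle.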
IMPase Li cell: qHTS Assay for Identifying the Cell-Membrane Permeable IMPase Inhibitors: Potentiation with Lithium; 210,000 tested, 0.35% active; Potency, µM (series often up to 59.4 µM), inactives show top-dose activity, negative = IMPase inhibition, usual class: inhibitors; CHO-M1 cells, IP1 TR-FRET (IP-One), carbachol + lithium;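 note: IP1 builds up when IMPase is blocked and the TR-FRET signal falls; potency is the fitted concentration of half-maximal effect; plate controls were basal vehicle for no effect and high inhibitor control for full effect; nearly all actives have a fitted effect of over 50% in size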
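Lithium-sensitised IP1 accumulation assay; M1-expressing CHO cells treated 30 min at 37C with compound. Competitive antibody detection by time-resolved FRET followed a 10 min room-temperature lysis step.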
NPSR antag: qHTS Assay for Antagonists of the Neuropeptide S Receptor: cAMP Signal Transduction. Q6W5P4. CHO-NPSR cells, cAMP TR-FRET, antagonist mode. Potency, µM (doses to about 38.3 µM), without a hit: at the top dose activity change, negative = inhibition, usual class: inhibitors. 220,000 tested, 1% active; note: potency is the fitted concentration of half-maximal effect; % is set by controls: 0 for no effect and ±100 for the full control effect; nearly all actives have a fitted effect of over 50% in size; many of its hits are not listed in these tables
Target sequence (Q6W5P4 whole entry, looked up): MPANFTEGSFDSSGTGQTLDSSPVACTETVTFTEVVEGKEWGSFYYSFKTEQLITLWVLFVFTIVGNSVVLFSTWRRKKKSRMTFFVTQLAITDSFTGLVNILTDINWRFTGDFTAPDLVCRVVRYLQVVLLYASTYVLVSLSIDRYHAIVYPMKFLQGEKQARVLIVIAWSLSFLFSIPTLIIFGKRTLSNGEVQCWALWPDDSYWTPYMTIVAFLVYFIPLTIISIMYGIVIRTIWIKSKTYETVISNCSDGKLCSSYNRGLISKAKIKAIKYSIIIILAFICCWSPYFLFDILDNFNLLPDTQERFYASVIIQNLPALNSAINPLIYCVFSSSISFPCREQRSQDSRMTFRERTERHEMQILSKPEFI
CBFb RUNX1 block: qHTS Assay for Compounds Blocking the Interaction Between CBF-beta and RUNX1 for the Treatment of Acute Myeloid Leukemia | Runt-related transcription factor 1 (Homo sapiens) + Core-binding factor subunit beta … | AlphaScreen CBFb-His/RUNX1-biotin binding, biochemical | Potency, µM (doses to about 59.8 µM), without a hit: at the top dose activity, negative = inhibition, usual class: inhibitors | 230,000 tested, under 10 active; note: % of control where 0% means no effect
Target sequence (Q01196 whole entry, looked up): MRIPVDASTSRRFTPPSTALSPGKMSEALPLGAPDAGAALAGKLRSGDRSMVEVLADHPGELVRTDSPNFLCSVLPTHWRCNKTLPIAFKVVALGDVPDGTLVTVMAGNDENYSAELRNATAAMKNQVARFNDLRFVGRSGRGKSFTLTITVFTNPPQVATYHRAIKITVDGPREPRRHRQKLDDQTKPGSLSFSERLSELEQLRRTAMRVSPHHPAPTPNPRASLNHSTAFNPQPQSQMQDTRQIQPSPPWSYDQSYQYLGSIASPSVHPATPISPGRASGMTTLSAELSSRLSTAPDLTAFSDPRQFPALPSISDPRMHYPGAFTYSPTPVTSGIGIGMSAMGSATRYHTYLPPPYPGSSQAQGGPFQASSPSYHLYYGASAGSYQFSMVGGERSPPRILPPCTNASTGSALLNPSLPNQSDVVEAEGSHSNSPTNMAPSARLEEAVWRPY
Target sequence (Q13951 whole entry, looked up): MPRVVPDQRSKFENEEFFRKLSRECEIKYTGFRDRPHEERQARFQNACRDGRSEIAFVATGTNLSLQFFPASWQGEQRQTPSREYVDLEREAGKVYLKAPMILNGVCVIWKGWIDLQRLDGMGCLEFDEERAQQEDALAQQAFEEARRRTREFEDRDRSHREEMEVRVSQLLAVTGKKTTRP
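Compounds were screened at multiple concentrations against a preformed CBF-beta(His)/RUNX1(biotin) complex (30 nM of each) for 15 min at room temperature, followed by 90 min with nickel and streptavidin beads and AlphaScreen reading.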
An asterisk follows results filed as active; ? = inconclusive; · = no result given; [ ] = dose if it differs, or a comment. Unless noted, calls come from the whole dose curve; as a rule, active = well fitted curve in the direction sought with a large enough effect; inconclusive = small, poorly fitted or top-dose-only effect, or another doubt; inactive = no such curve, though single readings can be large; an effect the other way counts as inactive or inconclusive. Only part of the results is shown; count on the stated rates, not on these rows.

Fields: HTT aggregate, Epigenetic derep, KinaseGlo FLuc, LMNA splice mod, IMPase Li cell, NPSR antag, CBFb RUNX1 block
- CC(C)(C)C1CCC(=NNC(=O)c2cc3c(s2)CCCC3)CC1 (configuration not stated)
    -8%, 0.0%, 0%, -17%, -8%, 10%, -4%
- COc1ccc([C@@]2(O)c3c(ccc(CC=C(C)C)c3O)NC(=O)[C@@H]2OC)cc1
    -6%[9.22 µM], 1.1%, ·, ·, ·, ?, -3%
- O=C(CSc1ccc2nnc(-c3ccccn3)n2n1)N1CCOCC1
    6%, -0.2%, -2%, 0%, -8%[38.3 µM], 4%[46.1 µM], ·
- O=C(CSc1nc2ccccc2o1)Nc1nccs1
    -13%, -2.2%, -2%, ·, -19%, 5%, 9%
- O=C(Nc1ccccc1Cl)Oc1ccc(-c2ccccc2)cc1
    -17%[9.22 µM], -1.1%, ·, ·, ·, -5%, 11%
- CCCSc1nc2cc(C)c(C)cc2n1CC(O)CO (configuration not stated)
    3%, -1.3%, -1%, -1%[46 µM], 0%, -5%, -3%
- N#CC1(c2c(O)nc3n(c2=O)CCCS3)CCCCC1
    -7%[9.22 µM], 0.8%, -3%, -9%, 1%[38.3 µM], -7%[46.1 µM], -1%
- COc1ccc(-c2nc(CS(=O)CC(=O)NCc3cccnc3)c(C)o2)cc1OC (configuration not stated)
    4%, 1.9%, 5%, -19%, -8%[38.3 µM], -6%[46.1 µM], 3%
- O=C(COC(=O)c1n[nH]c2ccccc12)Nc1ccc(S(=O)(=O)N2CCCC2)cc1
    -14%, 3.8%, -3%, ?, 25%[38.3 µM], -12%[46.1 µM], -1%
- O=C(CSc1nnc(CCc2ccccc2)n1-c1ccc(Cl)cc1)c1ccccc1
    11%, 1.1%, -1%, ?, 12%, -25%[46.1 µM], -1%
- CCCNC(=O)COC(=O)c1ccc(OCC(=O)Nc2ccccc2OC)c(OC)c1
    9%, -1.0%, -2%, -2%, ?, -8%[46.1 µM], -3%
- COc1cccc(N2C(=O)C3CCCN3C2c2ccc(Cl)cc2)c1 (configuration not stated)
    -6%, 0.0%, 0%, -13%, 11%[38.3 µM], -7%[46.1 µM], 0%
- COc1ccc(-c2nn(-c3ccccc3)cc2/C=N/Nc2ccccn2)cc1OC
    ?, 1.3%, 0%, ?, 10%, -42%, ?
- O=c1c(Cc2ccc(Cl)cc2)c(O)ccn1Cc1cccs1
    -5%, -2.4%, 1%, 10%[46 µM], 9%, 5%, -4%
- Cc1ccc(S(=O)(=O)OCCc2ccccc2)cc1
    ·, 0.8%, 0%, ·, 3%, ·, 12%
- CCC1=NN(C(=O)c2ccc(Br)cc2)C(O)(c2ccccc2)C1 (configuration not stated)
    -21%, 0.0%, 7%, ?, 3%, -3%, 3%
- CC(C)N(Cc1ccccc1)C(=O)c1ccc2nsnc2c1
    2%[9.22 µM], -1.0%, ·, ·, ·, -24%, 0%
- CCC(C)(C)n1nnnc1C(C(C)C)N1CCN(C)CC1 (configuration not stated)
    -4%, -1.2%, 0%, -4%, -2%[38.3 µM], 23%[7.67 µM], 7%
- CCCCNC(=O)c1ccccc1C(=O)NCCCC
    ?, 3.7%, 5%, -2%, 13%[38.3 µM], 0%[46.1 µM], 11%
- COc1ccc(NC(=O)/C(Cl)=C(/Cl)S(=O)Cc2ccccc2)cn1 (configuration not stated)
    5µM*, 0.0%, 19%, ?, 73%[activator][38.3 µM], 1.3µM*, -2%
- CCOc1cc(/C=N/NC(=O)c2ccc(O)cc2)ccc1Oc1nc(Cl)ncc1F
    -14%, 4.2%, -1%, 17%[46 µM], 6%, -26%, 6%
- CN(c1ccc(C(=O)NC2CC2)cc1)S(=O)(=O)c1ccccc1
    -4%, -1.0%, -3%, -8%, 14%[38.3 µM], 8%[46.1 µM], 5%
- CN1C(C(=O)NCc2cccc(C(F)(F)F)c2)CC2Cn3c(nc4ccccc43)C21 (configuration not stated)
    -8%[9.22 µM], -2.4%, ·, ·, ·, 10%, 12%
- CC(=O)NCCOc1cccc2cccnc12
    4%, 1.4%, 0%, 3%, 15%[38.3 µM], -2%[46.1 µM], -3%
- COc1ccc(C(=O)NCc2nnc(SCC(=O)Nc3ccccc3OC)n2C)cc1
    2%, 3.8%, 0%, ?, 2%, 8%, 1%
- Cc1ccc2nc(NC(=O)CN(C)S(=O)(=O)c3cccc4nsnc34)sc2c1
    -24%, 2.5%, -1%, ?, 5%[38.3 µM], -1%[46.1 µM], -7%
- CC(=O)Nc1ccc(S(=O)(=O)Nc2nc3ccccc3nc2Nc2ccc(S(N)(=O)=O)cc2)cc1
    2%, -1.0%, 1%, -7%, -8%, 2%, 2%
- COc1ccc(CNC(=O)c2n[nH]c3ccccc23)cc1OC
    -17%, 0.2%, 1%, 5%[9.22 µM], -2%, 11%, 7%
- Cc1ccccc1Nc1nnc(SCC(=O)NCc2cccs2)s1
    19%, -0.1%, 3%, -4%, 5%, 3%, -2%
- CCCNC(=O)C(Cc1ccccc1)NS(=O)(=O)c1ccc2c(c1)CCC(=O)N2 (configuration not stated)
    10%, 1.9%, -3%, 4%, -2%[38.3 µM], -4%[46.1 µM], 0%

Already shown: entries from further up.
Fields: HTT aggregate, Epigenetic derep, KinaseGlo FLuc, LMNA splice mod, IMPase Li cell, NPSR antag, CBFb RUNX1 block
- CC(C)(C)C1CCC(=NNC(=O)c2cc3c(s2)CCCC3)CC1 (configuration not stated)
    -8%, 0.0%, 0%, -17%, -8%, 10%, -4%
- COc1ccc([C@@]2(O)c3c(ccc(CC=C(C)C)c3O)NC(=O)[C@@H]2OC)cc1
    -6%[9.22 µM], 1.1%, ·, ·, ·, ?, -3%

Remaining list, next part
Fields: HTT aggregate, Epigenetic derep, KinaseGlo FLuc, LMNA splice mod, IMPase Li cell, NPSR antag, CBFb RUNX1 block
- CC(C)n1c(N2CCN(C(=O)NCc3ccccc3)CC2)nc2ccccc21
    6%, 4.3%, 0%, 7%, -19%[38.3 µM], -3%[46.1 µM], -6%
- CS(=O)(=O)NCc1ccc(C(=O)NCCOc2ccccc2)cc1
    6%, 0.0%, 4%, 3%, 24%[38.3 µM], -7%[46.1 µM], 7%
- CCOC(=O)C1=NOC(CNC(=O)c2ccccc2Cl)C1 (configuration not stated)
    -8%, -1.0%, 1%, ·, 8%, 7%, 22%
- O=C(c1ccc([N+](=O)[O-])cc1)N1C=CC(C(F)(F)F)=NCC1
    5%[9.22 µM], -0.4%, 2%, -4%[46 µM], 3%, 5%, 0%
- CCCC(C)C(=O)OCC(=O)Nc1c(Br)cc(C)cc1Br (configuration not stated)
    2%, -1.8%, 4%, 7%, -2%, 11%, 2%
- COC(=O)c1ccc(/C=N/NC(=O)CC(=O)NC(C)C)cc1
    1%, 0.6%, 2%, 6%[0.0737 µM], 7%[38.3 µM], -2%[46.1 µM], 2%
- Cc1ccc(N2C(=O)C(Cl)=C(NCCO)C2=O)c(C)c1
    -10%, -1.0%, -6%, 1%, 20%[38.3 µM], -18%[46.1 µM], -4%
- O=S(=O)(c1ccc(OCC2CO2)cc1)c1ccc(OCC2CO2)cc1 (configuration not stated)
    ·, 4.3%, -5%, ?, -3%, -6%, -7%
- C/C=C\C(=O)Nc1cccc(C2=NOC3(C2)C[C@@H](C(N)=O)N(C(=O)c2ccc(Cl)cc2)C3)c1 (some centres not stated)
    -43%[9.22 µM], 0.9%, ·, ·, ·, ?, 8%
- COc1cccc(Oc2nc3ncn(Cc4ccccc4)c3c(=O)n2C)c1
    -4%, -1.1%, 1%, 10%, 18%[38.3 µM], -11%[46.1 µM], 10%
- CCc1nnc(NS(=O)(=O)c2ccc(NC(=O)c3cccc4ccccc34)cc2)s1
    -17%, 1.1%, 1%, ·, 2%, -17%, -8%
- CCOc1c(Cl)cc(Cl)cc1CNCCNCCO
    -8%, -0.9%, 0%, -1%, 5%[38.3 µM], 10%[46.1 µM], 8%
- C=CCOc1c(Br)cc(CNn2cn[nH]c2=S)cc1OC
    10%, 1.1%, 0%, 4%[46 µM], 4%, -3%, 3%
- CC(C)CNS(=O)(=O)c1ccc(CCC(=O)NCC2CCCO2)cc1 (configuration not stated)
    4%, -1.1%, 1%, ?, 11%[38.3 µM], -1%[46.1 µM], 4%
- C=C(C)CSc1nnc(CCCCCNC(=O)OC(C)(C)C)o1
    18%[9.22 µM], -0.1%, ·, ·, ·, -8%, 9%
- Cc1ccccc1-n1c(SC2CCOC2=O)nnc1-c1ccncc1 (configuration not stated)
    15%, 1.9%, -1%, ·, 2%, 5%, 0%
- O=C1N/C(=C/c2ccc(Br)s2)C(=O)N1c1ccccc1
    -7%[9.22 µM], -5.4%, -1%, ·, -5%, -10%, 0%
- COc1ccc(CN2CCC(C(=O)N3CCN(c4ccccc4F)CC3)CC2)cc1OC
    8%, -1.0%, 2%, 7%, 3%, 8%, -2%
- CC(C)c1ccc(C(=O)NC2=NCCS2)cc1
    -13%, 1.3%, -3%, 7%, -6%, 7%, 17%
- Cc1ccc(Oc2ccccc2/C=C/C(=O)O)cc1
    -2%, 0.0%, 2%, 0%, -7%, -15%[46.1 µM], 2%
- Cc1cc(C)n(C(=O)Cc2cn3ccsc3n2)n1
    0%, -2.1%, 0%, 12%, -19%[38.3 µM], -31%[46.1 µM], -6%
- Cc1cc([N+](=O)[O-])nn1CCCC(=O)N1CCN(c2ccc(F)cc2)CC1
    11%, -1.0%, 4%, -11%, 6%, 5%, -4%
- O=C(CCC(=O)N(CC(=O)NC1CCCCC1)c1ccc2c(c1)OCCO2)Nc1ccccn1
    8%[9.22 µM], -1.5%, 4%, ·, 3%, 0%, 5%
- Cc1cc(C)n(/N=C/c2cccs2)c(=O)c1C#N
    -3%, -3.2%, 1%, 0%, -1%, 7%, 9%
- COc1ccc(CN2C(=O)CCC2(C)C(=O)NC2CCCC2)c(OC)c1 (configuration not stated)
    -4%, -0.5%, -1%, -3%, -3%, 12%, 7%[2.36 µM]

Bioassay records: PubChem BioAssay, National Center for Advancing Translational Sciences (NCATS)
